Mcl1-Bid inh: Mcl-1/Bid interaction inhibition | TR-FRET Mcl-1/Bid-Dy647 peptide binding, 1536-well | inhibition, % at 21.7 µM | 220,000 tested, 0.97% active | AID 1021;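 active means compounds that cut the binding signal by more than half at the single screening dose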;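 further: His-tagged Mcl-1 with europium anti-His antibody binding Bid BH3 peptide; 0% = Mcl-1 plus peptide wells and 100% = peptide-only wells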
Target sequence (Q07820 whole entry, looked up): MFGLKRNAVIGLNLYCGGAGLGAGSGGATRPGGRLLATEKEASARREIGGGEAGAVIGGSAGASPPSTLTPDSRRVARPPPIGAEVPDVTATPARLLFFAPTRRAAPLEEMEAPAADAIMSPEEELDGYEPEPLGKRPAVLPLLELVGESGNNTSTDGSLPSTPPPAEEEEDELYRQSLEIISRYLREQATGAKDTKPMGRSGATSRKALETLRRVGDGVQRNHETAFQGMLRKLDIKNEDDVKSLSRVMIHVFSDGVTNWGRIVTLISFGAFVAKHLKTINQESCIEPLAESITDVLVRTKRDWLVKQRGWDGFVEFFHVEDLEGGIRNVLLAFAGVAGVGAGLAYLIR
Mcl-1 Bim block: inhibitors of Bim-Mcl-1 interaction, human; Q07820; Bead-based flow cytometry, Bim peptide-Mcl-1 binding; inhibition, % at 10 µM; 190,000 tested, 0.1% active; AID 1009;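 further: 0% = no compound tracer wells and 100% = peptide blocker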
RGS7-Gao reg: modulates binding of RGS7 to human Galphao | AID 1439 | binding response (% of control), % at 10 µM | Multiplexed bead flow cytometry; actives lie on both sides | P09471 | 220,000 tested, 0.35% active; in the data active means binding response below about 49% or above about 150%; inconclusive means no clear call, values can overlap the other calls; inactive means in between;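 further: fluorescent Galphao held in activated GDP-AlF4 state binding bead-coupled RGS7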
Target sequence (P09471 whole entry, looked up): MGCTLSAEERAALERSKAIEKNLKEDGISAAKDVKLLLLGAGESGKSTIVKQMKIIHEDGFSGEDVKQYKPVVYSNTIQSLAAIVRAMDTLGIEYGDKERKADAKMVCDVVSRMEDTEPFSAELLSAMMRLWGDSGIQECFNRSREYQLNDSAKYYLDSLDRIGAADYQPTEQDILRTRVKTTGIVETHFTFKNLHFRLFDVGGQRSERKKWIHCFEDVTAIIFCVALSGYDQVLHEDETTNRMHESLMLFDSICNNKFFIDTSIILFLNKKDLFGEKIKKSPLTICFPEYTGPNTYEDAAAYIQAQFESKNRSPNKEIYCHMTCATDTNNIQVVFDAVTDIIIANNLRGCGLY
Bim-Bfl-1: inhibitors of Bim-Bfl-1 interaction, human | Q16548 | Bead-based flow cytometry, Bim-Bfl-1 binding inhibition | inhibition, % at 10 µM | 190,000 tested, 0.12% active;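 further: 0% = wells without compound plus tracer and 100% = blocker peptide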
Bcl-2 Bim block: disrupts Bim peptide binding to human Bcl-2 | Bead-based flow cytometry, Bim peptide-Bcl-2 binding | inhibition, % at 10 µM | 190,000 tested, 0.06% active; in the data active means inhibition above about 40%; inconclusive means no clear call, values can overlap the other calls;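 further: 0% = no compound wells with probe peptide and 100% = reference peptide inhibitor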
Target sequence (P10415 whole entry, looked up): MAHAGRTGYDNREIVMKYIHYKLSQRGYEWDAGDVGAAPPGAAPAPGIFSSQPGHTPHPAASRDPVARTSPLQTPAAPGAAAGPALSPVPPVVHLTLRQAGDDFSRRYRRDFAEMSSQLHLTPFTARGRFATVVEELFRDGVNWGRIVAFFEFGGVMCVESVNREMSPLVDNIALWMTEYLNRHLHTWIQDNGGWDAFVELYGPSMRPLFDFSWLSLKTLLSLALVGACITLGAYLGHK
Bim-Bcl-W: human Bim-Bcl-W interaction inhibition; Q92843; bead-based flow cytometry, Bim peptide-Bcl-W binding; inhibition, % at 10 µM; 190,000 tested, 0.02% active;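 further: 0% = bound tracer without compound and 100% = peptide blocker; higher means less fluorescent Bim peptide bound to Bcl-W beads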
RGS4-Gao reg: modulates binding of RGS4 to human Galphao | P09471 | Multiplexed bead flow cytometry; actives lie on both sides | binding response (% of control), % at 10 µM | 220,000 tested, 0.33% active; in the data active means binding response below about 49% or above about 150%; inactive means in between;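 further: fluorescent Galphao activated with aluminum fluoride binding bead-coupled RGS4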
RGS8-Gao reg: modulates binding of RGS8 to human Galphao; P09471; multiplexed bead flow cytometry; actives lie on both sides; response (percent of control binding), % at 10 µM; 220,000 tested, 0.34% active; AID 1423; in the data active means response below about 60% or above about 140%; inactive means in between;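 further: Galphao activated as the GDP aluminium fluoride complex binding bead-coupled RGS8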
Bcl-B Bim block: inhibitors of Bim-Bcl-B interaction, human; bead-based flow cytometry, Bim peptide-Bcl-B binding; 190,000 tested, 0.073% active; inhibition, % at 10 µM; Q9HD36; AID 951;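 further: 0% = tracer peptide without compound and 100% = reference inhibitor peptide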
Mcl1 Noxa PPI: disrupts binding of human Mcl-1 to Noxa peptide; AID 1022; inhibition, % at 21.7 µM; 220,000 tested, 1.5% active; Q07820; TR-FRET Mcl-1/Noxa peptide binding, 2 h;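 active means compounds that cut the protein-peptide binding signal by more than 50% relative to plate controls in a single-dose test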;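 further: His-tagged Mcl-1 with rhodamine Noxa BH3 peptide and terbium anti-His antibody; 0% = Mcl-1 plus Noxa peptide wells and 100% = peptide-only wells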
Bim-Bcl-XL: disrupts Bim peptide binding to human Bcl-XL; Q07817; bead flow cytometry, fluorescence; inhibition, % at 10 µM; 190,000 tested, 0.04% active
Numbers without * were called inactive; ? = inconclusive; · = not tested or not shown; & = joins results of further samples. Unless noted, no stated cut-off is given here; in the data, active means inhibition above about 40%. Rows are unselected, and some 2.7% of all compounds hit somewhere here.

SMILES	Mcl1-Bid inh	Mcl-1 Bim block	RGS7-Gao reg	Bim-Bfl-1	Bcl-2 Bim block	Bim-Bcl-W	RGS4-Gao reg	RGS8-Gao reg	Bcl-B Bim block	Mcl1 Noxa PPI	Bim-Bcl-XL
COC(=O)c1ccc(CSc2nc3sc4c(c3c(=O)n2C)CCCC4)o1	-8	-1	99	-21	-11	1	99	100	-7	5	-8
CCCCC(=O)N(CCOC)c1nnc(-c2ccccc2C)s1	-25	-2	?	-6	-5	-1	104	100	-5	18	-3
CCN(c1ccccc1)S(=O)(=O)c1ccc(Cl)c(NC(=O)Nc2ccc(Cl)cc2C#N)c1	1	-20	91	-3	-6	-8	88	94	-19	17	-11
CCOc1ncccc1C(=O)N1CCN(C(c2ccccc2)c2ccccc2)CC1	-4	-1	100	-7	-5	0	101	102	-2	3	-2
CCC(CC)c1nnc(NC(=O)Cc2ccccc2[N+](=O)[O-])s1	1	-2	?	-1	1	0	101	102	-10	23	-2
Cc1ccc(-c2nc(=S)c3c(n2Cc2ccco2)CCCC3)cc1	-45	0	108	-9	-2	8	104	99	-7	12	0
Cc1cc(C)c2c(=O)c(C#N)coc2c1	-19	·	?	·	·	·	99	98	·	-38	·
COc1cc(NC(=O)Cc2ccccc2)c(C(=O)O)cc1OC	-9	0	98	-6	1	0	99	101	-2	15	-4
Cc1ccc(CN2CCN(CC(=O)NCc3ccc(Cl)cc3)C2=O)cc1	-5	4	99	-11	-6	4	101	99	-6	4	-11
COc1ccc(OC)c(C2CC(=O)C3=C(C2)NC(=O)CC3c2ccc(O)c(OC)c2)c1 (centres undefined)	-26	-1	100	-1	-3	-1	98	99	0	10	-2
COc1ccc(C(=O)NC(Nc2ccc(C)cc2)C(Cl)(Cl)Cl)cc1 (centres undefined)	-1	-5	104	0	-8	-5	99	103	-6	19	-8
CC12COC3(P(=O)(c4ccccc4)c4ccccc4)CC1CCC23CP(=O)(c1ccccc1)c1ccccc1 (centres undefined)	1	-1	?	-5	-4	-2	97	100	-4	0	-2
Cn1c(=O)c2c(SCC(=O)N3CCCc4ccccc43)nc(CC(C)(C)C)nc2n(C)c1=O	8	2	97	-3	-2	2	94	96	0	-9	-3
O=C(COC(=O)c1cc(-c2ccccn2)nc2ccccc12)Nc1ncc(C(F)(F)F)cc1Cl	-65	·	?	·	·	·	97	100	·	8	·
COc1ccc(CN(C)CCc2ccccn2)cc1OC	46	-1	·	4	6	-2	·	·	-1	34	0
CC(C)(C)C(=O)N1N=C(c2cccc(NS(C)(=O)=O)c2)CC1c1cccs1 (centres undefined)	-17	0	91	-6	-2	-2	90	91	-2	-5	-2
CNc1cc([N+](=O)[O-])ccc1N/C=C/C(=O)c1ccc2c(c1)OCO2	6	-2	127	2	1	-2	104	99	-5	23	-2
COc1ccc(C(=O)Nc2cc(OC)c(Cl)cc2Cl)cc1	5	-1	101	0	0	-3	101	100	-1	16	-1
O=C(O)c1cnc(-c2ccccc2)nc1Sc1ccc(Cl)cc1	13	-1	97	-3	0	0	101	97	-1	20	-4
C/C=C\C(=O)Nc1cccc(C2=NOC3(C2)C[C@@H](C(N)=O)N(C(=O)CCCCC)C3)c1 (some centres undefined)	-33	·	?	·	·	·	105	103	·	-13	·
Cc1nnc(SCc2cc(=O)oc3cc(O)ccc23)n1Cc1ccccc1	-12	-3	102	0	1	-4	99	103	-5	13	-3
COc1ccc(C(C(=O)NCC2CCCO2)N(C(=O)CNC(=O)c2cccs2)c2ccccc2)cc1OC (centres undefined)	-16	-1	92	-14	0	-2	94	93	-5	3	-2
COC(=O)c1c(NC(=O)CN2CCC(C(N)=O)CC2)c2c(C)cccc2n1C	0	2	97	-9	-8	0	96	99	-8	9	6
O=C(Nc1ccc2c(c1)OCO2)c1ccc2c(c1)OCO2	-1	-4	94	-13	-16	-1	101	100	-8	14	-5
c1ccc(-c2nc3ccccc3s2)nc1	-2&-17	1	?	-12	-8	2	97&95	100&99	-6	9&-6	0
Cc1nn(CC(=O)N2N=C(C(F)F)CC2(O)C(F)F)c(C)c1[N+](=O)[O-] (centres undefined)	10	-1	101	-1	0	-1	101	94	-2	25	-4
O=C1NC2(CCCC2)C(=O)N1CCS(=O)(=O)Oc1ccccc1	-16	-2	100	-5	-3	1	103	101	-2	13	0
C=CCSC1=Nc2sccc2C2=NC(=O)CN12	22	0	101	-4	0	1	105	103	-6	56*	0
O=C(N[C@@H](c1ccccc1)[C@@H]1C[C@H]1C(=O)NCc1ccccn1)OCc1ccccc1	-3	1	106	2	2	-4	102	103	-1	21	1
O=c1c2ccccc2[nH]c(=S)n1CCN1CCCC1	-48	1	96	-5	-2	-2	101	99	-4	8	-2
O=C(N/N=C/c1ccco1)c1ccc2nc[nH]c2c1	-14	·	?	·	·	·	98	100	·	10	·
CCOc1ccc(CCNS(=O)(=O)c2cccc3nsnc23)cc1OCC	8	-2	103	-13	-6	-4	99	100	-11	-10	11
Cc1ccc(NC(=O)CN2C(=O)NC(C)(CCc3ccccc3)C2=O)cc1 (centres undefined)	-10	0	109	-8	0	0	103	104	-3	5	-1
O=C(NC12CC3CC(CC(C3)C1)C2)c1ccc(S(=O)(=O)N2CCOCC2)cc1	-10	0	96	-6	-6	4	98	103	-8	0	-4
c1ccc(CC2CCN(c3nnnn3-c3ccccc3)CC2)cc1	-13	-3	103	-17	-8	-2	101	99	-6	14	-8
Oc1cccc(C(Nc2nccs2)c2ccc3cccnc3c2O)c1 (centres undefined)	-26	1	?	11	2	4	83	88	5	7	1
CC(=O)c1cccc(NC(=O)C2CCN(S(=O)(=O)c3cccs3)CC2)c1	-7	-4	106	-8	-7	-1	106	110	-7	11	-11
CCOc1cc(CN2CCSCC2)ccc1O	23	-3	103	-10	-9	-1	104	100	-6	26	-7
CCCSC1=C(C#N)C(c2ccc(OC)cc2)C2=C(CC(C)(C)CC2=O)N1 (centres undefined)	9	-1	97	0	0	1	97	99	0	4	0
O=C(O)c1cc(NCc2ccccc2)ccc1N1CCOCC1	-16	-1	106	-4	-2	1	97	102	0	12	1
Cc1ccc(C)c(/C(O)=C2\C(=O)C(=O)N(CCCn3ccnc3)C2c2cccnc2)c1 (centres undefined)	-3	-1	103	0	1	-2	104	104	-3	15	-7
COc1ccc(C(=O)NCC(=O)OCC(=O)N2CCN(S(=O)(=O)c3ccccc3)CC2)cc1	-30	-6	99	-3	-5	-3	95	99	-6	1	-5
CC(C)C[C@H](NC(=O)OC(C)(C)C)c1n[nH]c(=S)n1N	-22	-6	103	-14	-7	-7	100	96	-14	8	-7
NC(=O)C1=C[C@@H](c2coc3ccccc3c2=O)C[C@@H](OCc2ccc(CO)cc2)O1	0	0	104	-2	-3	0	102	101	-3	40	-2
CCN(CC)c1ccc(/C=N/NC(=O)c2cccc(N3CCCC3=O)c2)cc1	-53	-3	95	-4	-3	0	103	105	-4	22	-8
CC(O)c1cccc(NC2=CC(=O)CC(C)(C)C2)c1 (centres undefined)	-7	-1	99	-9	-4	0	97	95	-11	15	-5
Cc1cc2c3c(c1C)C(=O)C(=O)N3C(C)(C)CC2C (centres undefined)	-30	0	103	-7	-5	0	104	103	-3	1	0
CCC(Oc1ccccc1)C(=O)Nc1ccc(-c2nnc(-c3ccco3)o2)cc1 (centres undefined)	4	-12	99	-6	-4	-5	96	92	-5	1	-3
Nc1ccc(C(=O)N2CCCC2)cc1	-13	0	97	1	2	-2	96	101	0	-5	0
COc1cc2c(C(=O)NCCN(C)C)cn(CC(C)C)c(=O)c2cc1OC	-10	·	?	·	·	·	101	100	·	6	·
CCC(=O)Nc1c(C#N)c2nc3ccccc3nc2n1C1CCCCC1	41	0	100	-1	0	-1	101	105	-3	24	-1
C=CCSc1nc(C)cc(/C=C\c2ccccc2)c1C#N	7	-1	90	-13	-10	0	91	91	-6	-5	5
Cc1ccc[n+](-c2nc3ccccc3nc2C(=C=[N-])C#N)c1	-47&-20	0	?	-10	-6	0	111&85	83&96	-4	-1&30	-4
CCCC(=O)OCC(=O)Nc1cc([N+](=O)[O-])ccc1OC	-13	3	?	-3	0	1	97	98	1	10	0
Cc1ccc(N(CC(=O)N2CCN(c3ccc(F)cc3)CC2)S(=O)(=O)c2c(C)nn(C)c2C)cc1	-20	-2	102	-11	-11	4	100	100	-6	8	-1
O=C(COc1ccc(Cl)cc1)Nc1nnc(C2=COCCO2)o1	-9	3	94	-6	0	1	95	99	1	4	0
NS(=O)(=O)c1cccc(NC(=O)Nc2ccc(Cl)cc2)c1	-7	·	?	·	·	·	101	101	·	13	·
CN1/C(=C\C(=O)C[n+]2ccc(C(=O)c3ccccc3)cc2)C(C)(C)c2ccccc21	-45	1	97	-4	-2	-2	101	98	3	-13	3
CCC1=C(OC(=O)N(CC)CC)N2C(=O)OC(=NCC3CC3)[C@]2(Cc2ccccc2)[C@H]2C1=CC[C@H]1C(=O)NC(=O)[C@H]12	-35	·	?	·	·	·	106	104	·	-19	·
Cc1ccc(NC(=O)CCC(=O)c2cccs2)cc1	-10	-5	94	-4	-4	-3	102	101	-3	12	-7

A stretch of the results above, for reference:
SMILES	Mcl1-Bid inh	Mcl-1 Bim block	RGS7-Gao reg	Bim-Bfl-1	Bcl-2 Bim block	Bim-Bcl-W	RGS4-Gao reg	RGS8-Gao reg	Bcl-B Bim block	Mcl1 Noxa PPI	Bim-Bcl-XL
Cc1ccc(C)c(/C(O)=C2\C(=O)C(=O)N(CCCn3ccnc3)C2c2cccnc2)c1 (centres undefined)	-3	-1	103	0	1	-2	104	104	-3	15	-7
COc1ccc(C(=O)NCC(=O)OCC(=O)N2CCN(S(=O)(=O)c3ccccc3)CC2)cc1	-30	-6	99	-3	-5	-3	95	99	-6	1	-5

(next part)
SMILES	Mcl1-Bid inh	Mcl-1 Bim block	RGS7-Gao reg	Bim-Bfl-1	Bcl-2 Bim block	Bim-Bcl-W	RGS4-Gao reg	RGS8-Gao reg	Bcl-B Bim block	Mcl1 Noxa PPI	Bim-Bcl-XL
Cc1cccc(OCCSc2nc3ncnc(N)c3[nH]2)c1	-7	-3	96	5	1	-3	101	101	1	2	-2
Nc1ccc2oc(-c3ccccc3Cl)nc2c1	-32	-2	96	-6	-3	-4	102	100	-10	13	-10
Cc1ccc(C2(c3noc(CN(C)Cc4ccccn4)n3)CCCC2)cc1	-39	0	64	-3	-2	-4	74	78	-1	-5	0
COC(=O)c1cc(Cl)c(NC(=O)/C=C/c2ccc(Cl)cc2Cl)cc1OC	29	3	103	-12	-4	3	102	101	-4	36	-3
Cn1c(N)c(Sc2ccc(F)cc2)c(=O)n(C)c1=O	-11	-5	102	-4	-5	-4	106	100	-6	-7	-2
C=C1CCN([C@@H](C)C(=O)OCc2ccc(C)cc2)S(=O)(=O)c2ccccc21	-24	·	?	·	·	·	98	99	·	10	·
O=C1CN(C(=O)CSc2nncs2)c2ccccc2N1	-8	0	?	-4	0	-1	102	102	-3	-18	-1
CCn1c(=O)c(C(=O)Nc2ccccc2C)c(O)c2ccccc21	1	1	101	-1	-2	-1	102	106	-5	15	-6
COc1ccc(NC(=O)CN(C2CCCCC2)S(C)(=O)=O)cc1OC	-6	-3	99	-15	-10	2	102	100	-10	2	8
COc1ccc(C(c2sc3ncnn3c2O)N2CC(C)OC(C)C2)cc1OC (centres undefined)	-4	-1	97	-10	-7	3	100	103	-6	14	-4
CC(CN1CCOCC1)OC(=O)C1COc2ccccc2O1 (centres undefined)	-13	0	98	3	1	-1	95	91	4	7	-4
CC[n+]1c(C)sc2c3ccsc3ccc21	-21	-1	109	13	-2	-7	102	88	-31	26	-5

Bioassay records: PubChem, several laboratories
